Screens: PubChem BioAssay, The Scripps Research Institute Molecular Screening Center
V1R ag counter – V1a receptor agonism, counter-screen for OXTR agonists | P37288 | CHO-V1R cells, Fluo-8 calcium fluorescence, agonist mode; 0% DMSO, 100% 3 nM vasopressin | activation, % at 3 µM | hit rate 0.25% among 320,000;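 active = activation above the mean activation of all tested compounds plus 3 SD, per screening run, cut at about 20% in these data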;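 note: signal is peak over basal fluorescence ratio across a 100 second FLIPR read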
Target sequence (P37288 whole entry, looked up): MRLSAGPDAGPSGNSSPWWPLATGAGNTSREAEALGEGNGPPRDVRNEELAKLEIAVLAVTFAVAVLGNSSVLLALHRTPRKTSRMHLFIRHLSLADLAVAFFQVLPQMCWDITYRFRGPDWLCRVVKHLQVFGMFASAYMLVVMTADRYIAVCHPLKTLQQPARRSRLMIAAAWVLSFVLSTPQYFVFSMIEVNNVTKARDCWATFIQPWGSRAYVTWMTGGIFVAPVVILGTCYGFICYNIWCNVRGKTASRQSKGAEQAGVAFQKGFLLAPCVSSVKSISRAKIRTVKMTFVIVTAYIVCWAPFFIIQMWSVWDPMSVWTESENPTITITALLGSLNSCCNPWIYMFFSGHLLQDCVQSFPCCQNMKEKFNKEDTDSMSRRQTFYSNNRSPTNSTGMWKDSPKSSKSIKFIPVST
CHO-K1 Ca antag – M1 antagonist counterscreen hit in parental CHO-K1 cells; ATP-induced calcium, Fluo-8 fluorescence; inhibition, % at 3 µM; hit rate 0.6% among 360,000; AID 602250;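 active = inhibition above a per-plate cutoff, the plate's mean sample inhibition plus 3 SD, cut at about 24% in these data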;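 note: 0% = DMSO plus EC80 ATP and 100% = DMSO alone without ATP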
M1 PAM parental – nonselective activator or artifact in parental CHO-K1 calcium assay | activation, % at 3 µM | AID 602247 | hit rate 0.02% among 360,000 | ATP EC20, Fluo-8 calcium fluorescence; 0% at ATP EC20, 100% at ATP max;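 active = activation above the run cutoff, the mean activation of all test compounds plus 3 SD, cut at about 40% in these data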;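 note: peak over basal fluorescence ratio in a 140 s read after ATP addition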
TAAR1 antagonist – antagonists of human TAAR1 | AID 624466 | Q96RJ0 | CHO RD-HGA16 TAAR1, Fluo-8 calcium fluorescence, antagonist | inhibition, % at 3 µM | hit rate 1.5% among 360,000;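 active = inhibition above a per-plate cutoff, the mean inhibition of test compounds on that plate plus 3 SD, cut at about 49% in these data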;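 note: 0% = DMSO plus EC80 beta-PEA response and 100% = DMSO alone without agonist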
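System: CHO RD-HGA16 cells bearing hTAAR1. Reagent: EC80 β-phenethylamine stimulus. Schedule: seeding 17-24 h prior, 75-min 37 °C, 30-min RT dye loading. Signal: Fluo-8 intracellular calcium dye fluorescence, real-time kinetic reads. Read-out: % inhibition from peak post-agonist over basal fluorescence ratio. Benchmarks: vehicle wells and EC80 agonist wells. Replicates: n of 1.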
OXTR potentiator – potentiates the human oxytocin receptor response; hit rate 0.061% among 320,000; CHO-OTR cells, Fluo-8 calcium fluorescence, potentiator mode; 0% = oxytocin EC15, 100% = EC100; P30559; activation, % at 3 µM;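 active = activation above that plate's cutoff, the mean activation of tested compounds plus 3 SD, cut at about 6.6% in these data, passing the limit was not always enough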;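 note: 100% uses oxytocin at 75 nM as the full agonist control; some results filed as inactive read as strong as hits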
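Material: human OTR in CHO cells. Compound: 3.0 µM, one dose. Timing: compound 6 min at room temperature before oxytocin, 100 s read. Evaluation: % activation of max/min ratio relative to oxytocin controls. Replication: single well per compound, singlicate. Signal: Fluo-8 calcium dye fluorescence.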
CHO-K1 Ca ag – M1 agonist counterscreen hit in parental CHO-K1 cells; hit rate 0.48% among 360,000; Fluo-8 calcium fluorescence; scaled to maximal ATP response, vehicle zero; AID 602248; activation, % at 3 µM; in the data active = activation above about 15%;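 note: untransfected CHO-K1 host cells lacking M1 receptor as counterscreen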
M1 ag – agonists of human M1 muscarinic receptor; P11229; CHO-K1 hM1, Fluo-8 calcium fluorescence, agonist mode; 0% DMSO, 100% acetylcholine EC100; activation, % at 3 µM; hit rate 0.33% among 360,000;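 active = activation above the run's mean compound activation plus 3 SD, cut at about 16% in these data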;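 note: peak over basal fluorescence ratio within a 140 s kinetic read after compound addition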
Target sequence (P11229 whole entry, looked up): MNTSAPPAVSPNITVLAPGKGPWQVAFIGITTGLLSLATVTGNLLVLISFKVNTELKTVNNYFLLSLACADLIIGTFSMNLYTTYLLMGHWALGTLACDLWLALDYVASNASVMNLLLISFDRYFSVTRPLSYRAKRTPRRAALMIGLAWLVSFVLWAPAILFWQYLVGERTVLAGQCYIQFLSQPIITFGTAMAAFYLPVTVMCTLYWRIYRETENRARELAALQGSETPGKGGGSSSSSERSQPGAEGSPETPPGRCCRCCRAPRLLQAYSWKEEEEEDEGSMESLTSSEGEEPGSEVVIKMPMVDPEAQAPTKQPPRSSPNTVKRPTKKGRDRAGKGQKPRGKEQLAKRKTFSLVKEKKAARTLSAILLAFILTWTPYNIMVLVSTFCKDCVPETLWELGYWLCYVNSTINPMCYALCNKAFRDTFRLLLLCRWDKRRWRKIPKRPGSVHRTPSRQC
TAAR1 agonist – human TAAR1 agonism | Q96RJ0 | CHO RD-HGA16 TAAR1, Fluo-8 calcium fluorescence; vehicle wells 0%, saturating PEA agonist 100% | activation, % at 3 µM | hit rate 0.99% among 360,000;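 active = activation above the mean activation of all test compounds in the run plus 3 SD, cut at about 38% in these data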
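Test system: RD-HGA16 (CHO) cells co-expressing Gα16 and hTAAR1 | Doses: Single dose, 3 µM | Schedule: 17-24 h seeding, 75 min 37 °C dye, 30 min RT | Evaluation: % activation from peak over basal fluorescence ratio, DMSO-to-PEA scaled | Technique: Kinetic Fluo-8 calcium fluorescence | Benchmarks: Low control DMSO, high control PEA (EC100)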
CHO parental Ca – counter-screen: ATP calcium response change in parental CHO cells; parental CHO-K1, ATP-induced calcium, Fluo-8 fluorescence; inhibition, % at 5.6 µM; hit rate 0.63% among 330,000; AID 463079;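 active = inhibition above that plate's mean sample inhibition plus 3 SD, cut at about 26% in these data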;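 note: 0% = ATP-challenged DMSO wells and 100% = DMSO wells without ATP; some compounds past the cut are filed as inactive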
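Test system: untransfected parental CHO cell line. Compound: one dose, 5.6 µM nominal. Detection: intracellular calcium via Fluo-8 no-wash fluorescent dye. Measure: % inhibition. Benchmarks: ATP-challenged DMSO wells low, unchallenged DMSO wells high.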
The depositor's hits bear a star.

Screening CCOC(=O)c1c(C)c2c(n1C)CCC/C2=N\O returned V1R ag counter 0.0, CHO-K1 Ca antag -3.6, M1 PAM parental 19.1, TAAR1 antagonist -12.6, OXTR potentiator -2.0, CHO-K1 Ca ag -0.1, M1 ag -3.0, TAAR1 agonist 2.4 and CHO parental Ca -10.2.
For CS(=O)(=O)N(CC(=O)N1CCN(Cc2ccccc2)CC1)c1ccccc1Br the results were V1R ag counter 1.9, CHO-K1 Ca antag -10.4, M1 PAM parental 6.1, TAAR1 antagonist -3.3, OXTR potentiator -8.1, CHO-K1 Ca ag 0.3, M1 ag -3.9, TAAR1 agonist 1.3 and CHO parental Ca 4.1.
`CCOC(=O)C1CCN(C(C(=O)NC2CCCC2)c2ccc(C)cc2)CC1` (configuration not stated) gave V1R ag counter -1.8, CHO-K1 Ca antag 10.7, M1 PAM parental 2.3, TAAR1 antagonist -23.0, OXTR potentiator -5.3, CHO-K1 Ca ag 0.2, M1 ag -2.6, TAAR1 agonist -2.3 and CHO parental Ca -16.0.
Screening Nc1c(C(=O)Nc2ccccc2)sc2nc3c(c(-c4ccco4)c12)CCCC3 returned V1R ag counter -1.0, CHO-K1 Ca antag -2.0, M1 PAM parental -1.9, TAAR1 antagonist 1.3, OXTR potentiator -15.2, CHO-K1 Ca ag -0.1, M1 ag -1.9, TAAR1 agonist 15.3 and CHO parental Ca -10.7.
Cc1ccc(NC(=O)COC(=O)[C@H](C)N2C(=O)C3CC=CCC3C2=O)cc1S(=O)(=O)N(C)C (some centres not stated) was read as V1R ag counter 3.4, CHO-K1 Ca antag -6.4, M1 PAM parental 13.1, TAAR1 antagonist -6.8, OXTR potentiator -21.9, CHO-K1 Ca ag 2.1, M1 ag -3.8, TAAR1 agonist 5.3 and CHO parental Ca -6.8.
CCOc1ccc2cc(C(=O)c3ccccc3)c(=O)oc2c1 was read as V1R ag counter -0.4, CHO-K1 Ca antag -14.5, M1 PAM parental 20.8, TAAR1 antagonist 4.9, OXTR potentiator -7.6, CHO-K1 Ca ag 0.2, M1 ag -4.8, TAAR1 agonist 3.7 and CHO parental Ca 5.1.
For Brc1ccc2c(c1)OCCOCCOc1cc(Br)ccc1OCCOCCOCCO2 the results were V1R ag counter 12.8, CHO-K1 Ca antag -10.4, M1 PAM parental 11.8, OXTR potentiator -14.2, CHO-K1 Ca ag 11.1, M1 ag -2.7 and CHO parental Ca 57.0*.
`Cn1c(=O)[nH]c(=O)c2c1nc(CN1CCN(Cc3ccccc3)CC1)n2CC(N)=O` gave V1R ag counter 2.6, CHO-K1 Ca antag -5.1, M1 PAM parental 12.1, TAAR1 antagonist -14.2, OXTR potentiator -8.9, CHO-K1 Ca ag 0.4, M1 ag -7.1, TAAR1 agonist 1.5 and CHO parental Ca -4.5.
Screening CC(C)N=C(Nc1ccccc1)c1cccnc1 returned V1R ag counter 0.2, CHO-K1 Ca antag -1.0, M1 PAM parental 14.3, TAAR1 antagonist 10.0, OXTR potentiator -9.2, CHO-K1 Ca ag 1.0, M1 ag -5.2, TAAR1 agonist 14.8 and CHO parental Ca -6.0.
Screening CCC1SC2=NC(C)=C(C(=O)OC)C(c3cccs3)N2C1=O (configuration not stated) returned V1R ag counter -1.0, CHO-K1 Ca antag 1.5, M1 PAM parental 10.9, TAAR1 antagonist -0.8, OXTR potentiator -7.4, CHO-K1 Ca ag 0.2, M1 ag -2.8, TAAR1 agonist 4.9 and CHO parental Ca -19.2.
Cn1c(=O)c2cc(S(=O)(=O)NCCC(=O)NC3CCCCCC3)ccc2n(C)c1=O was read as V1R ag counter -0.9, CHO-K1 Ca antag -18.4, M1 PAM parental 16.8, TAAR1 antagonist -21.4, OXTR potentiator 0.3, CHO-K1 Ca ag 0.1, M1 ag -9.2, TAAR1 agonist 23.4 and CHO parental Ca -16.9.
For CC(NC(=O)C1CCN(S(=O)(=O)c2ccc3c(c2)NC(=O)CO3)CC1)c1ccccc1 (configuration not stated) the results were V1R ag counter 0.2, CHO-K1 Ca antag -12.8, M1 PAM parental 13.7, TAAR1 antagonist -11.2, OXTR potentiator -4.5, CHO-K1 Ca ag 1.1, M1 ag -4.4, TAAR1 agonist 2.5 and CHO parental Ca -14.9.
Screening CC(C)Oc1cccc(-c2cc(C(=O)NC(=S)N(C)c3ccccc3C(=O)O)c3ccccc3n2)c1 returned V1R ag counter 0.9, CHO-K1 Ca antag 5.9, M1 PAM parental 7.2, TAAR1 antagonist -4.1, OXTR potentiator -4.1, CHO-K1 Ca ag 3.4, M1 ag -6.2, TAAR1 agonist 11.1 and CHO parental Ca -14.8.
For O=C(COc1c(Br)cc(Br)c2cccnc12)N1CCc2ccccc2C1 the results were V1R ag counter -0.1, CHO-K1 Ca antag -9.3, M1 PAM parental 9.5, OXTR potentiator -1.6, CHO-K1 Ca ag 1.1, M1 ag -6.5 and CHO parental Ca -24.0.
For O=C(CN1CCN(c2ccc(O)cc2)CC1)Nc1cc(S(=O)(=O)N2CCCC2)ccc1Cl the results were V1R ag counter 2.8, CHO-K1 Ca antag -16.2, M1 PAM parental 19.9, TAAR1 antagonist 10.0, OXTR potentiator -10.9, CHO-K1 Ca ag 4.6, M1 ag -1.6, TAAR1 agonist 8.1 and CHO parental Ca -11.3.
Screening O=C([C@H]1O[C@@H](n2ccc(=O)[nH]c2=O)[C@H](O)[C@@H]1O)N1CCSC1 returned CHO-K1 Ca antag 0.0, M1 PAM parental -3.2, TAAR1 antagonist -12.6, CHO-K1 Ca ag 0.3, M1 ag -3.1 and TAAR1 agonist 2.4.
CCOc1ccc(C(=O)O)cn1 was read as V1R ag counter 0.7, CHO-K1 Ca antag -4.9, M1 PAM parental 16.1, TAAR1 antagonist -9.1, OXTR potentiator -8.1, CHO-K1 Ca ag 0.7, M1 ag -2.9, TAAR1 agonist 0.8 and CHO parental Ca -8.5.
Cc1ccc(S(=O)(=O)N(CCO)Cc2ccccc2)cc1 was read as V1R ag counter -0.1, CHO-K1 Ca antag -7.8, M1 PAM parental 8.7, TAAR1 antagonist 0.0, OXTR potentiator -11.4, CHO-K1 Ca ag 0.1, M1 ag 0.0, TAAR1 agonist -0.5 and CHO parental Ca -7.0.
Screening COc1ccccc1NS(=O)(=O)c1cc(NC(C)=O)ccc1N1CCCCC1 returned V1R ag counter -0.2, CHO-K1 Ca antag 1.4, M1 PAM parental -11.7, TAAR1 antagonist -20.6, OXTR potentiator -16.5, CHO-K1 Ca ag 0.6, M1 ag -1.8, TAAR1 agonist 3.6 and CHO parental Ca -13.6.
Screening CN(C)c1ccc(/C=N/NC(=O)c2cc(=O)[nH]c3ccccc23)cc1 returned V1R ag counter 0.5, CHO-K1 Ca antag -3.9, M1 PAM parental -10.5, TAAR1 antagonist -12.6, OXTR potentiator -5.5, CHO-K1 Ca ag 0.9, M1 ag -5.7, TAAR1 agonist 0.3 and CHO parental Ca -2.3.
Screening O=C(NCC1CCCO1)/C(=C/c1ccc(Cl)cc1)NC(=O)c1ccccc1 (configuration not stated) returned V1R ag counter 1.5, CHO-K1 Ca antag 10.4, M1 PAM parental -4.2, TAAR1 antagonist -3.6, OXTR potentiator -5.3, CHO-K1 Ca ag 0.1, M1 ag -3.7, TAAR1 agonist 6.3 and CHO parental Ca -2.9.
`N=C1C(c2ccccc2)=C(O)CN1c1cccc(S(=O)(=O)N2CCOCC2)c1` gave V1R ag counter -0.1, CHO-K1 Ca antag -7.5, M1 PAM parental -6.3, TAAR1 antagonist -2.6, OXTR potentiator -1.8, CHO-K1 Ca ag 0.3, M1 ag -1.8, TAAR1 agonist 1.4 and CHO parental Ca -0.5.
`Cc1oc(C)c(C(=O)O)c1C(=O)O` gave V1R ag counter -0.7, CHO-K1 Ca antag -5.2, M1 PAM parental 18.6, TAAR1 antagonist -3.9, OXTR potentiator -4.4, CHO-K1 Ca ag 6.0, M1 ag 0.7, TAAR1 agonist 7.4 and CHO parental Ca -9.2.
`C=CCSc1nc(C)c(CC(=O)OCC(C)C)c(=O)[nH]1` gave V1R ag counter 0.6, CHO-K1 Ca antag -1.7, M1 PAM parental 21.6, TAAR1 antagonist -1.4, OXTR potentiator 1.4, CHO-K1 Ca ag 0.7, M1 ag 4.5, TAAR1 agonist -0.2 and CHO parental Ca -9.9.
For C=C(C)CSc1nc(N)cc(=O)[nH]1 the results were V1R ag counter 1.6, CHO-K1 Ca antag -0.8, M1 PAM parental 7.7, TAAR1 antagonist -2.7, OXTR potentiator -3.4, CHO-K1 Ca ag 0.3, M1 ag -0.3, TAAR1 agonist -1.3 and CHO parental Ca -5.0.
`O=C(CN(C(=O)c1csnn1)c1cccc(C(F)(F)F)c1)NC1CCCC1` gave V1R ag counter 2.9, CHO-K1 Ca antag 0.9, M1 PAM parental 4.4, TAAR1 antagonist -11.3, OXTR potentiator -5.5, CHO-K1 Ca ag 0.7, M1 ag 2.5, TAAR1 agonist 0.4 and CHO parental Ca -16.6.
For Cc1ccc2cc3c(N)c(C(=O)N4CCOCC4)sc3nc2c1 the results were V1R ag counter 6.1, CHO-K1 Ca antag -11.4, M1 PAM parental 24.5, TAAR1 antagonist 7.8, OXTR potentiator -3.9, CHO-K1 Ca ag 0.6, M1 ag -3.4, TAAR1 agonist 6.6 and CHO parental Ca -17.9.
For CC(C)Cc1ccc(CN2CCCC(NC(=O)CSc3nncn3C)C2)cc1 (configuration not stated) the results were V1R ag counter 0.4, CHO-K1 Ca antag -0.6, M1 PAM parental 19.0, TAAR1 antagonist 1.4, OXTR potentiator -6.1, CHO-K1 Ca ag 0.5, M1 ag -6.6, TAAR1 agonist -0.3 and CHO parental Ca -1.9.
Screening CCN(CC)CC(=O)Nc1ccc([N+](=O)[O-])cc1 returned V1R ag counter 2.2, CHO-K1 Ca antag 9.1, M1 PAM parental 3.2, TAAR1 antagonist 2.4, OXTR potentiator -8.0, CHO-K1 Ca ag 0.1, M1 ag -11.7, TAAR1 agonist 4.5 and CHO parental Ca -4.5.
Screening O=C(CCSc1ccc(Cl)cc1)NC1CCCC1 returned V1R ag counter 0.0, CHO-K1 Ca antag -5.5, M1 PAM parental 0.5, TAAR1 antagonist -0.7, OXTR potentiator 6.2, CHO-K1 Ca ag 1.6, M1 ag -4.6, TAAR1 agonist 0.8 and CHO parental Ca -17.7.
